# Compound activity: PubChem BioAssay, National Center for Advancing Translational Sciences (NCATS)
# SNCA expr inh: reduces expression of the alpha-synuclein gene; HEK-293 SNCA-luciferase knock-in, luminescence, 24 h; Potency, µM (series often up to 57.2 µM), inactives show at the top dose activity change, negative = inhibition, actives largely listed as inhibitors; 140,000 tested, 0.17% active; AID 1671194;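 note: potency is the fitted concentration of half-maximal effect; plate controls were DMSO cells for no effect and cell-free wells for full effect; nearly all actives have a fitted effect of over 45% in size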
# NIH3T3 tox: kills NIH 3T3 cells; Potency, µM (top dose mostly 96.7 µM), for inactives: at the top dose activity change, negative = cytotoxicity, most hits filed as inhibitors; 94,000 tested, 4.3% active; NIH 3T3 viability, CellTiter-Glo ATP luminescence, 48-72 h; note: potency is the fitted concentration of half-maximal effect; nearly all actives have a fitted effect of over 55% in size
#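 Mouse fibroblast NIH 3T3 cells, 400 per well, received compound via pintool and were incubated for 48 or 72 hr prior to CellTiter-Glo ATP luminescence measurement.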
# HEK cytotox: kills HEK 293 cells. 94,000 tested, 6.6% active. Potency, µM (top dose mostly 115 µM), for the others: at the highest dose activity change, negative = cytotoxicity, most hits filed as inhibitors. HEK 293 viability, ATP luminescence (CellTiter-Glo), 48-72 h; note: potency is the fitted concentration of half-maximal effect; nearly all actives have a fitted effect of over 60% in size
#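 qHTS cytotoxicity; HEK 293, 250 cells/well; compound pinned; 48 or 72 hr, 37 degree Celsius, 5% CO2, 95% humidity; CellTiter-Glo, 10 min RT; luminescence (ATP).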
# Luciferase inh: Photinus pyralis luciferase inhibition; P08659; purified P. pyralis luciferase, luminescence, biochemical; Potency, µM (series often up to 115 µM), inactives show top-dose activity change, negative = inhibition, actives largely listed as inhibitors; 76,000 tested, 2.5% active; note: potency is the fitted concentration of half-maximal effect; nearly all actives have a fitted effect of over 65% in size
#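 Cell-free enzyme assay, 10nM P. pyralis luciferase, luciferin and ATP each at 10uM. Inhibition profiled over a 6-point titration, read as luminescence.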
# SNCA viab count: cell viability loss counter-screen | HEK-293-SNCA-luc viability, GF-AFC fluorescence, 24 h | Potency, µM (top dose mostly 57.1 µM), without a hit: at the top dose activity change, negative = cytotoxicity, usual class: cytotoxic | 150,000 tested, 0.12% active;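 note: potency is the fitted concentration of half-maximal effect; 0% = DMSO-treated cells and -100% = medium-only wells without cells; nearly all actives have a fitted effect of over 30% in size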
#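 HEK-293-SNCA-luc cells (1500/well) plated 24 h, then exposed 24 h to a dilution series; GF-AFC added 30 min at 37C, fluorescence 405/540 nm; normalised to medium-only and DMSO wells, Hill fit.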
# IP6K1 inhibitor: blocks human inositol hexakisphosphate kinase 1; Q92551; IP6K1 kinase, ADP-Glo luminescence, 2 h; hits give low values; activity change, % (series mostly up to about 58 µM); 140,000 tested, 0.81% active; AID 1645851; in the data active = activity change below about -25%
#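 ADP-Glo luminescence measures ADP made by human IP6K1 during a 2 h RT reaction with ATP/IP6 (mix at 1.3 mM/130 uM); top library doses 57.5 and 19.1 uM final.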
# GPT2 inh: inhibitors of human GPT2 alanine aminotransferase; 100,000 tested, 0.25% active; AID 1671188; Recombinant GPT2, coupled pyruvate oxidase/HRP Amplex Red fluorescence; Potency, µM (doses to about 57.7 µM), inactives show at the highest dose activity change, negative = inhibition, hits mostly inhibitors; note: potency is the fitted concentration of half-maximal effect; nearly all actives have a fitted effect of over 60% in size; many of its hits are not listed in these tables
# Target sequence (Q8TD30 whole entry, looked up): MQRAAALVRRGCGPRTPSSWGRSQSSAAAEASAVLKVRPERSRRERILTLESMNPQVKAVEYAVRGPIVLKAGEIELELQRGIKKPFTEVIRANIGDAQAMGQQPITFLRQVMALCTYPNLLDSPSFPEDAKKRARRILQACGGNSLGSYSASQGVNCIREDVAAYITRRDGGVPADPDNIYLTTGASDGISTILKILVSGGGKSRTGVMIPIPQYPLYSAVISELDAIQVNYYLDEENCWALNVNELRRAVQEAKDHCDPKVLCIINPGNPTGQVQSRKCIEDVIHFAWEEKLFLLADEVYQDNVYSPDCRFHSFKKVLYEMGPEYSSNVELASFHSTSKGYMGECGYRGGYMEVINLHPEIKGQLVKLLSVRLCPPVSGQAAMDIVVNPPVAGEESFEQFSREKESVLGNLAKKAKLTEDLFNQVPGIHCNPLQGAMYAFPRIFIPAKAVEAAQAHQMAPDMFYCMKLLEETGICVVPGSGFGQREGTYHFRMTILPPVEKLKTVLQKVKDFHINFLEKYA
#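 Inhibition is scored from Amplex Red fluorescence generated when pyruvate oxidase and HRP act on pyruvate released by GPT2. Reactions contain 10ng/uL enzyme, 250uM a-KG and 2mM L-alanine and run 30 min at room temperature.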
# Active calls of the source: *; i = inactive; u = inconclusive; x = no result given; & = joins results of further samples; [ ] = another dose, or the depositor's remark. Unless noted, calls come from the whole dose curve; as a rule, active = well fitted curve in the direction sought with a large enough effect; inconclusive = small, poorly fitted or top-dose-only effect, or another doubt; inactive = no such curve, though single readings can be large; an effect the other way counts as inactive or inconclusive. Unless noted, % is set by controls: 0 for no effect and ±100 for the full control effect. A portion of the library; count on the stated rates, not on these rows.
SMILES,SNCA expr inh,NIH3T3 tox,HEK cytotox,Luciferase inh,SNCA viab count,IP6K1 inhibitor,GPT2 inh
CN(C)C[C@@H]1CN(Cc2ccccc2)C[C@H]1NC(=O)c1cnco1,4%,5%,2%,9%,2%,-4,u
CCc1nncn1C1CCN(S(=O)(=O)c2ccccc2C)CC1,-1%,-12%,0%,-7%,0%,9,i
Cc1cccc(S(=O)(=O)c2cn(Cc3ccccc3)c3cc(N4CCC(C)CC4)c(F)cc3c2=O)c1,16%,x,x,x,-6%,-1,x
COCC1CN(Cc2ccc(OC)c(OC)c2Cl)CC12CCNCC2 (stereo unspecified),-8%,u,u,-6%,0%,7,-3%
O=C(c1nc(-c2cccnc2)c2cnccn12)N1CCN(c2ncccn2)CC1,-12%,-9%,-3%,-11%,7%,9,i
O=C(COc1ccc(F)cc1)N1CCC(n2cc(-c3nc(-c4ccccc4)no3)nn2)CC1,116%[activator],-19%,-28%,-5%,2%,4,i
O=C(NCc1ccccc1)c1ccc2oc(=O)n(Cc3ccccc3)c2c1,7%,x,x,x,6%,-13,x
N#Cc1cccc(-c2ccnc(N[C@H]3CO[C@H]4[C@@H]3OC[C@@H]4NC(=O)C3CCCCC3)n2)c1,-18%[87.6 µM],-19%[174 µM],u,-3%[172 µM],-1%[87.6 µM],7,-3%[88.5 µM]
CCc1cccc(NC(=O)CN(C)S(=O)(=O)c2ccc3c(c2)n(C)c(=O)c(=O)n3C)c1,25%,x,x,x,-3%,-13,x
O=C(NCCc1ccc(Cl)cc1)c1nc(-c2ccc(Cl)cc2Cl)c2ccccn12,-14%,-3%,-22%,x,-1%,-22,i
Fc1ccccc1N1CCN(c2ncnc3c2nc2n3CCCC2)CC1,22%,x,x,x,-5%,-4,x
CCCCS(=O)(=O)N1CCC(F)(c2nc(-c3ccccc3)no2)CC1,7%,0%,u,0%,-2%,-11,i
Cc1cc(C)cc(NC(=O)N2CCCC(Cn3c(C4CC4)nc4cccnc43)C2)c1 (stereo unspecified),38%[activator],-26%,u,5%,-19%,0,i
CC(c1cccs1)N(C)C(=O)c1ccc(C(F)(F)F)cc1 (stereo unspecified),-1%[87.6 µM],-9%[138 µM],-8%[172 µM],u,5%[87.6 µM],-5,i
COc1cccc(-n2cc(C(=O)NCc3ccc(C)cc3)c3ccccc3c2=O)c1,-12%,x,x,x,u,14,x
CCc1ccc(S(=O)(=O)n2ccnc2)cc1,4%,x,x,x,-5%,14,x
CCc1ccc(NC(=O)CN2C(C(=O)OC)=C(c3ccccc3)c3ccccc3S2(=O)=O)cc1,-9%,x,x,x,16%,-18,x
Cc1ccccc1OCc1ccc(-c2nc(C#N)c(N3CCN(C)CC3)o2)o1,4%,x,x,x,7%,-3,x
COc1cccc2c1ncc1c(-c3ccc(C)cc3)nn(-c3cccc([N+](=O)[O-])c3)c12,0%,x,x,x,8%,-2,x
COc1ccc(C(=O)N2CCC(N3C(=O)C(O)C34CCCCC4)CC2)c(OC)c1 (stereo unspecified),-8%,i,i,-2%,1%,-8,-4%
CCOc1ccc(CN2C(=O)c3ccccc3Sc3ccc(C(=O)NCc4ccco4)cc32)cc1,-1%,x,x,x,7%,13,x
CC(C)CCN1CCC(N2CCN(C(=O)c3cc(F)cc(F)c3)CC2)C1=O (stereo unspecified),4%,-6%,-26%,-9%,2%,6,i
O=C(Nc1cccnc1)c1ccc2c(c1)OCCN(Cc1ncccn1)C2,-13%[87.6 µM],-15%[138 µM],u,11%[172 µM],1%[87.6 µM],1,u
Cc1nc(CCNc2cc(C3CC(O)C3)nc(N)n2)nc2c1CCC2 (stereo unspecified),10%,-22%,-26%,-4%,-6%,2,i
Cc1cc(C)cc(C(=O)NC2CCN(c3cc(-c4ccc(F)cc4)[nH]n3)CC2)c1,-5%,i,u,4%,4%,9,i

# The list continues:
SMILES,SNCA expr inh,NIH3T3 tox,HEK cytotox,Luciferase inh,SNCA viab count,IP6K1 inhibitor,GPT2 inh
COc1cc2c(cc1OC)C(COc1ccc3c(C)cc(=O)oc3c1)N(C(=O)c1cccc(C)c1)CC2 (stereo unspecified),12%,x,x,x,-3%,-15,x
COc1ccc(N2C(=O)CN(C(=O)c3cc(F)c(F)cc3F)CC2(C)C)cc1,-1%,i,16%,-12%,7%,25,3%
CCc1noc(-c2cn(C3CCN(C(=O)COc4ccccc4)C3)nn2)n1 (stereo unspecified),47%[activator],-19%,-1%,0%,5%,16,-10%
CC(C)Oc1ccc2c(NC(=O)[C@H]3CCC(=O)N3)nn(Cc3ccccc3)c2c1,-3%,-21%,u,13%,4%,3,-11%[11.5 µM]
COc1ccc(C(=O)N2CCC(C(=O)N3CCC4(CC3)CC(=O)Nc3ccccc3O4)CC2)cc1,-15%,i,-7%,x,-9%,20,-4%
O=C(Nc1ccc(F)cc1)C1CCCN(Cc2cccc(-c3cccs3)c2)C1 (stereo unspecified),x,u,40µM*,x,x,2&5,x
CCn1ccc(C(=O)N2C[C@@H](Oc3cccnc3)C[C@H]2C(=O)N2CCOCC2)n1,3%,-9%,-15%,-1%,-3%,10,i
Oc1ccc(NCc2ccccc2OCc2ccccc2F)cc1,u,x,x,x,u,-15,x
CC1(c2ccccc2)N(Cc2ncccn2)C(=O)OC12CCN(C(=O)Cc1ccc(Cl)cc1)CC2 (stereo unspecified),-20%,u,-12%,1%,1%,-6,1%
O=C([C@H]1C[C@@H](F)CN1C(=O)c1ccc(Cl)cc1)N1CCOCC1,2%,-5%,-2%,10%,15%,-13,i
CCC1Oc2ccc(NC(=O)COc3ccccc3)cc2CN(Cc2cc(F)cc(F)c2)C1=O (stereo unspecified),4%,u,u,6%,-7%,-20,-2%
CCc1ccc(C2CC(C(=O)NC(C)c3ccccc3)CN(C(=O)c3ccoc3)C2)cc1 (stereo unspecified),-6%,32µM*,u,-6%,u,-1,-4%
Cc1cccc(C(=O)N2CCC3(CC2)c2nc[nH]c2CCN3CC(C)C)n1,u,-7%,-30%,-9%,0%,-10,i
Cc1ccc2nc(-c3ccc(C)c(NC(=O)CSc4ccc(Cl)cc4)c3)oc2c1,82%[activator],x,x,x,-7%,-1,x
CCOc1ccc(CC(=O)N[C@@H]2CN(c3ncccn3)C[C@H]2CN(C)C)cc1,-20%,-12%,2%,2%,-5%,5,i
Cc1nnc(SCc2cc(=O)n3c(C)cccc3n2)s1,109%[activator],x,x,x,4%,12,x
COc1cc(NC(=O)N[C@H](C)c2onc(-c3ccccc3)c2C(=O)O)cc(OC)c1,8%[87.6 µM],u,-10%[172 µM],-5%[172 µM],5%[87.6 µM],6,i
CCOc1ccc(C(=O)NCCn2ccn3nc(-c4cc(C)ccc4C)cc3c2=O)cc1,-11%,-25%,u,-5%,-5%,-8,4%
COc1ccc2c(c1)OC[C@@H]1CN(CCC#N)C(=O)CCN(C(=O)c3ccccc3OC)[C@H]21,x,u,i,x,x,-12,x
COc1cccc(CNC(=O)c2ccc3c(c2)nc2n3CCOC2)c1,49%[activator],x,x,x,5%,-10,x
COc1ccc(-c2cn3nc(N4CCCC(C(=O)NCc5ccccc5OC)C4)sc3n2)cc1 (stereo unspecified),160%[activator],x,x,x,-13%,0,x
O=S(=O)(c1ccccc1)c1nc(-c2cccs2)oc1SCc1ccccc1Cl,u,x,x,x,4%,-12,x
CCc1ccccc1N(C)C(=O)c1sc2nc3n(c(=O)c2c1C)CCCCC3,27%,x,x,x,9%,-8,x
COCc1cc(C)nc2c1C(=O)NC(c1ccc(F)cc1)N2Cc1ccccc1 (stereo unspecified),17%,x,x,x,6%,0,x
O=S(=O)(c1cccs1)N1CCC(n2cnnc2-c2ccccc2)CC1,3%,-6%,5%,12%,4%,-11,i
COc1ncc(CN2CCc3ncc(C(=O)Nc4ccccc4)n3CC2)cn1,-14%[87.6 µM],u,4%[172 µM],-7%[172 µM],1%[87.6 µM],3,-10%[88.5 µM]
COc1ccc2c(c1)OCC(CNC(=O)c1cnn3ccccc13)C2 (stereo unspecified),-3%,u,u,-9%,-3%,10,-7%
